Source: PubChem (several laboratories)
Myeloid diff 2 – compounds promoting myeloid differentiation; calls only at 10 µM; ER-HoxA9 myeloid progenitors, lysozyme-GFP differentiation, flow cytometry; AID 624256; actives 1% (n = 360,000);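 active = normalized GFP-positive differentiation at or above the plate's own cutoff, the solvent-only control mean plus 3 SD; inconclusive = no clear call, values can overlap the other calls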;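 also: cells exposed to compound for four days before flow analysis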
Autophagy HCS – modulators of autophagy. MEF GFP-LC3 puncta imaging; test concentration mostly 10 µM. calls only at 10 µM (by protocol). actives 0.98% (n = 190,000). AID 463193;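 active = percentage of spot-positive cells more than 3 SD above its plate mean, without a fluorescence outlier flag or 80% toxicity; inconclusive = no clear call, values can overlap the other calls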;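 also: spot-positive cell cutoff set from DMSO-treated cells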
b-catenin transl – beta-catenin nuclear translocation modulation | nuclear translocation activity, % at 5 µM | actives 0.3% (n = 190,000) | HeLa beta-catenin nuclear translocation, immunofluorescence imaging;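 active = nuclear translocation activity above 50% at 5 µM, with a well cell count of 50 or more; inconclusive = wells under 50 cells across six images, flagged as toxic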;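 also: per-cell ratio of nuclear to cytoplasmic median beta-catenin stain intensity; plate controls were DMSO negative control for no effect and GSK-3 inhibitor IX positive control for full effect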
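Test system: human HeLa cells, endogenous beta-catenin. Times: 24 h compound exposure, 37°C. Measured by: beta-catenin immunofluorescence imaging with DAPI.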
Insulin prom up – MIN6 insulin promoter up-regulation; MIN6 insulin promoter-GFP reporter, high-content imaging; stronger effect = higher value; z-score at 5 µM; actives 0.3% (n = 190,000); AID 1625;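 active = z-score above 3 at 5 µM with at least 500 cells counted in the well; inconclusive = wells under 500 cells, flagged as cytotoxic or low count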
MT stabilize HCS – microtubule stabilizers in HeLa cells. HeLa tubulin immunostaining HCS, 24 h; share of cells brighter than vehicle mean+2SD. % tubulin-high responders, % at 10 µM. actives 0.83% (n = 200,000). AID 2205;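 active = plate Z-score above 3 for both tubulin-high and condensed-nucleus cell shares, with cell loss under 80%, at 10 µM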;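 also: anti alpha tubulin signal scored within the nucleus-defined area of each cell; some results filed as inactive read as strong as hits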
Hep lipid drop – hepatic lipid droplet formation modulation | actives 0.4% (n = 240,000) | AML12 mouse hepatocytes, oleate lipid droplets, BODIPY imaging | inhibition, % at 6.5 µM;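 active = lipid droplet intensity inhibited by at least 50%, with more than 500 cells counted; inconclusive = wells with under 300 cells, treated as cytotoxic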
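Assay system: AML12 hepatocytes (mouse) / Also added: 100 µM oleic acid challenge / Times: overnight treatment with compound plus oleate / Detection: high-content imaging of BODIPY-stained droplets and DAPI nuclei / Evaluation: % inhibition of lipid droplet signal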
T cell modulator – T cell immune modulators affecting CD8 T cell-vesicle binding | 2C CD8+ T cell-vesicle binding, flow cytometry; stronger effect = lower value | calls only at 7 µM | actives 0.068% (n = 330,000) | AID 2052;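 active = response, share of CD8 T cells binding vesicles, and their 90th percentile fluorescence all below set limits, cut at about 80% in these data, passing the limit was not always enough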
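Assay system: 2C TCR transgenic mouse naive CD8+ T cells, MACS-purified | Read-out: CD8+ gate FL2 mean fluorescence as % of same-row positive control | Signal: High-throughput flow cytometry with anti-B7-1 and anti-CD8 staining | Timing: Binding step 1.5 h, 37 °C, antibody labelling 20 min, ice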
WT yeast gro inh – growth inhibition of WT yeast, mitochondrial fusion screen; actives 2.1% (n = 190,000); AID 1362; mitochondrial fusion phenotypic screen, WT strain; inhibition, % at 10 µM; in the data active = inhibition above about 58%; tested in S. cerevisiae
West Nile virus CPE – inhibition of WNV-induced cytopathic effect – cell-based, CPE readout (AID 1621); CPE inhibition, % at 10 µM; hits with a dose series show IC50 in µM; West Nile virus-infected cells, CPE inhibition; higher % means a stronger effect; actives 0.02% (n = 290,000); in the data active = a potency from the dose series; inconclusive = CPE inhibition mostly from about 3.7% at the one dose, without a potency; inactive = the rest, 99 in 100 with CPE inhibition below about 2.2%; also: strong numbers were not always called active
WT yeast gro inh mutant strain – also measured in WT yeast gro inh; calls as there; inhibition, %; mitochondrial fusion phenotypic screen, mutant strain inhibition
Insulin prom up cell count – recorded beside Insulin prom up, whose call it bears; cell count; measured here: cytotoxicity, nuclei count;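 total cells summed across four imaged fields per well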
Hep lipid drop cells 6.5 µM – further read-out of Hep lipid drop, marked with its call; cell count; measured here: cell count, cytotoxicity flag;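 cells counted across two imaged fields per well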
b-catenin transl cell count 5 µM – second read-out of b-catenin transl, no call of its own (marks repeat the call); cell count; measured here: cell count, cytotoxicity flag
T cell modulator vesicle-bound % – also measured in T cell modulator; calls as there; double positive events, %; measured here: CD8+ vesicle-bound cell fraction;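 binding gate set so that unloaded-vesicle control wells show 10% double positive cells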
MT stabilize HCS Hoechst-high % – also measured in MT stabilize HCS; calls as there; % Hoechst-high responders; measured here: nuclear condensation Hoechst responders;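 share of cells brighter than vehicle mean plus two SD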
MT stabilize HCS cytotoxicity % – recorded beside MT stabilize HCS, whose call it bears; toxicity, %; measured here: cytotoxicity by cell density;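 0% = mean cell density of plate MIN control wells and 100% = no cells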
Autophagy HCS cell loss 18 h – second read-out of Autophagy HCS, no call of its own (marks repeat the call); toxicity, %; measured here: cell loss, nuclei count;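 cell loss after 18 h compound exposure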
Myeloid diff 2 GFP+ MAC1+ % – recorded beside Myeloid diff 2, whose call it bears; GFP+ MAC1+ double positive, %; measured here: differentiation confirmed by MAC1 staining
Active calls of the source: *; i = inactive; u = inconclusive; x = no result given; + = active, no number.

SMILES	Myeloid diff 2	Myeloid diff 2 GFP+ MAC1+ %	Autophagy HCS	Autophagy HCS cell loss 18 h	b-catenin transl	b-catenin transl cell count 5 µM	Insulin prom up	Insulin prom up cell count	MT stabilize HCS	MT stabilize HCS Hoechst-high %	MT stabilize HCS cytotoxicity %	Hep lipid drop	Hep lipid drop cells 6.5 µM	T cell modulator	T cell modulator vesicle-bound %	WT yeast gro inh	WT yeast gro inh mutant strain	West Nile virus CPE
Cc1nnc2n(C3CCCCC3)c(=O)c3c4c(sc3n12)COC(C)(C)C4	i	1.7	i	27	-2.5	948	-0.65	1409	4.4	2.9	10	x	x	i	46	-17	-50	1.4%
COc1cc([N+](=O)[O-])ccc1NC(=O)Nc1cnccn1	i	0.6	x	x	x	x	x	x	x	x	x	10	820	i	17	x	x	-0.8%
Cc1ccc(NC(=O)CCn2cccc2)cc1Cl	i	0.4	i	-3	1.2	853	3.2*	1422*	2.4	3.1	9.4	x	x	i	23	-7	-9	0.0%
Cc1ccccc1-c1nn(-c2ccc(F)cc2F)cc1CNC1CC1	i	0.0	i	18	-2.3	1162	-0.03	1383	3.3	1.7	7.2	-7	685	i	52	-3	-7	-1.6%
O=C(NC(=S)Nc1ccccc1)c1cc([N+](=O)[O-])ccc1N1CCOCC1	i	0.4	i	15	-1.3	1159	0.11	1353	1.6	0.8	5.8	6	698	i	59	-8	15	-0.1%
O=C1CC(=O)N(c2cccc(F)c2)N1	i	0.3	i	9	-3.2	1132	0.01	1365	3.4	2.7	13	6	699	i	29	0	7	0.5%
CN(C)c1ccc(N=Cc2ccco2)cc1	+	3.7*	i	2	-1.1	871	-3.6	1134	4.6	4.9	5.9	x	x	i	26	6	4	3.2%
N#Cc1ccccc1Sc1ccccc1C(=O)OCC(=O)NC1CCCCC1	i	0.3	i	-2	-4.4	548	0.24	1340	3.5	3.5	4.2	12	653	i	58	-2	-16	0.0%
CCC(=O)N/N=C/c1ccc(-c2ccc(Cl)cc2)o1	i	0.3	i	1	-0.8	1037	-0.31	1489	4.0	2.1	5.5	0	729	i	56	1	-13	-1.6%
CCOC(=O)c1ccc[n+](CC(=O)Nc2ccccc2OC(F)F)c1	i	0.2	i	-9	0.0	1050	-0.11	1161	6.2	2.2	7.9	4	692	i	33	-22	-6	1.2%
Cc1cc(C)nc(SCC(=O)N/N=C/c2cccnc2)n1	i	0.4	x	x	x	x	x	x	x	x	x	14	670	i	64	x	x	0.2%
CCc1nnc(NS(=O)(=O)c2ccc(NC(=S)NC(=O)c3ccncc3)cc2)s1	i	0.7	x	x	1.5	1291	0.44	1101	x	x	x	28	706	i	58	x	x	-0.1%
C/C(CC(=O)Nc1ccc(Cl)c(C(F)(F)F)c1)=N\NC(=O)c1cccc(O)c1	i	0.5	i	1	1.2	1084	0.13	1154	3.6	0.9	1.5	1	600	i	3	15	21	-1.6%
COc1ccc(-n2c(SCC(=O)Nc3cc(C)on3)nc3c(c2=O)SCC3)cc1OC	i	1.5	x	x	x	x	x	x	x	x	x	5	694	i	51	x	x	-0.3%
CCOc1ccc(N=Nc2c(=O)[nH]n3c(=O)cc(C)[nH]c23)cc1	i	1.0	i	10	x	x	x	x	2.1	1.8	6.7	x	x	i	24	0	18	-0.2%
COc1cccc(/C=N/Nc2nc3ccccc3n3cnnc23)c1O	i	2.7	i	-3	-1.8	1027	-1.7	1264	5.1	2.5	2.2	2	618	i	42	5	5	u
CCn1c(-c2cc(OC)ccc2OC)csc1=Nc1c(C)n(C)n(-c2ccccc2)c1=O	i	0.8	+	-0.7*	0.1	966	x	x	4.6	2.5	14	0	762	i	20	3	9	-0.3%
COc1cccc(C2c3[nH]c4ccccc4c3CCN2Cc2cnc(C)s2)c1OC (stereo not drawn)	i	0.2	i	-30	-1.7	1047	-1.1	1496	3.7	3.5	8.8	-10	644	i	51	10	-1	0.0%
COCCN1C=C2C(=O)C(C)(OC(=O)C3CCCC3)C(=O)C(c3ccccc3)=C2C=C1CCCC(=O)OC (stereo not drawn)	i	1.1	x	x	0.2	1123	-0.25	859	x	x	x	-3	717	i	20	x	x	0.0%
COc1cc(OC)cc(C(=O)NN(CCC#N)C2=NS(=O)(=O)c3ccccc32)c1	i	0.3	x	x	x	x	x	x	x	x	x	7	808	i	20	x	x	0.1%
O=C(CN1CCN(C(=O)C2CCCO2)CC1)Nc1ccc(Cl)cc1 (stereo not drawn)	i	1.0	x	x	x	x	x	x	x	x	x	7	845	i	12	x	x	0.1%
O=C(NCc1ccccn1)c1n[nH]c2ccccc12	i	0.9	i	-7	-4.0	1029	0.87	1238	5.7	2.9	10	x	x	i	38	-9	1	0.9%
O=C(NC(NC(=O)c1c(F)cccc1F)c1ccc([N+](=O)[O-])cc1)c1c(F)cccc1F	i	0.4	x	x	x	x	x	x	x	x	x	1	862	i	60	x	x	-0.2%
COc1ccc(N2CCN(CCC(O)c3ccc4ccccc4c3)CC2)cc1 (stereo not drawn)	i	0.6	x	x	x	x	x	x	x	x	x	-17	848	i	38	x	x	-1.3%
O=C(O)C1C2C=CC(C2)C1C(=O)N1CCc2ccccc21 (stereo not drawn)	i	0.7	i	3	x	x	0.99	1219	3.4	3.2	18	-21	699	i	41	-11	-7	0.5%
CCOc1ccc2nc(SCCNS(=O)(=O)c3ccccc3)sc2c1	i	1.2	i	6	1.3	926	x	x	1.7	2.4	5.3	5	615	i	2	13	-18	-2.4%
NS(=O)(=O)c1cccc(NC(=O)CCCC2CCCCC2)c1	i	2.8	x	x	x	x	x	x	x	x	x	15	799	i	22	x	x	-0.3%
COc1ccc(C(=O)Nc2ccc([N+](=O)[O-])cn2)c(OC)c1	i	0.4	i	6	-1.3	1046	-0.33	1552	4.5	2.3	8.3	-4	670	i	38	3	-3	0.1%
COc1ccc(C(C)=O)cc1CSc1nc2ccccc2c(=O)n1-c1ccccc1C	i	1.2	i	-5	-1.1	984	-0.14	1263	6.1	5.9	3.6	0	672	i	41	61*	39*	3.4%
Cc1ccc(NC(=O)C2CCCCC2)c(O)c1	x	x	i	-21	-1.5	1095	-0.42	1366	2.1	1.6	0.2	-11	775	i	60	-8	-12	0.2%

Entries of single compounds, quoted from the list. Screens in order: Myeloid diff 2, Myeloid diff 2 GFP+ MAC1+ %, Autophagy HCS, Autophagy HCS cell loss 18 h, b-catenin transl, b-catenin transl cell count 5 µM, Insulin prom up, Insulin prom up cell count, MT stabilize HCS, MT stabilize HCS Hoechst-high %, MT stabilize HCS cytotoxicity %, Hep lipid drop, Hep lipid drop cells 6.5 µM, T cell modulator, T cell modulator vesicle-bound %, WT yeast gro inh, WT yeast gro inh mutant strain, West Nile virus CPE
Record of `O=C(O)C1C2C=CC(C2)C1C(=O)N1CCc2ccccc21` (stereo not drawn) = i, 0.7, i, 3, x, x, 0.99, 1219, 3.4, 3.2, 18, -21, 699, i, 41, -11, -7, 0.5%
Record of `COc1ccc(C(=O)Nc2ccc([N+](=O)[O-])cn2)c(OC)c1` = i, 0.4, i, 6, -1.3, 1046, -0.33, 1552, 4.5, 2.3, 8.3, -4, 670, i, 38, 3, -3, 0.1%
Record of `O=C(NC(NC(=O)c1c(F)cccc1F)c1ccc([N+](=O)[O-])cc1)c1c(F)cccc1F` = i, 0.4, x, x, x, x, x, x, x, x, x, 1, 862, i, 60, x, x, -0.2%
Record of `O=C(NCc1ccccn1)c1n[nH]c2ccccc12` = i, 0.9, i, -7, -4.0, 1029, 0.87, 1238, 5.7, 2.9, 10, x, x, i, 38, -9, 1, 0.9%
Record of `CCOc1ccc2nc(SCCNS(=O)(=O)c3ccccc3)sc2c1` = i, 1.2, i, 6, 1.3, 926, x, x, 1.7, 2.4, 5.3, 5, 615, i, 2, 13, -18, -2.4%

(listing goes on)
SMILES	Myeloid diff 2	Myeloid diff 2 GFP+ MAC1+ %	Autophagy HCS	Autophagy HCS cell loss 18 h	b-catenin transl	b-catenin transl cell count 5 µM	Insulin prom up	Insulin prom up cell count	MT stabilize HCS	MT stabilize HCS Hoechst-high %	MT stabilize HCS cytotoxicity %	Hep lipid drop	Hep lipid drop cells 6.5 µM	T cell modulator	T cell modulator vesicle-bound %	WT yeast gro inh	WT yeast gro inh mutant strain	West Nile virus CPE
CCCOc1ccc(C(CC(=O)O)NC(=O)c2cccs2)cc1 (stereo not drawn)	i	9.3	i	7	1.0	1216	0.83	871	3.6	2.4	4.7	-3	778	i	11	12	-10	0.4%
CC1CCN(c2ccc(-c3ccc(NC(=O)C(F)(F)F)cc3)nn2)CC1	i	0.5	x	x	x	x	x	x	x	x	x	14	769	i	30	x	x	-0.7%
COc1ccc(C2OCC3(CO2)SC(=O)NC3=O)cc1OC (stereo not drawn)	i	0.3	i	-2	-2.2	999	-1	1273	2.5	2.2	2.7	31	731	i	31	-2	0	0.0%
COCCN(CCOC)S(=O)(=O)c1ccc(/C(O)=C(\C#N)c2nc3ccccc3[nH]2)cc1	i	0.8	i	-9	-2.8	1125	x	x	5.0	2.6	5.6	-5	689	i	29	-1	-2	-0.2%
Cn1c(=O)c2c(nc(Br)n2CCc2ccccc2)n(C)c1=O	i	0.9	i	-2	-3.3	1018	-0.27	1286	5.1	3.4	2.9	x	x	i	48	10	-2	-0.2%
Cc1cc(C)c2c(N)c(C(=O)NNC(=O)c3ccccc3)sc2n1	i	0.1	i	-6	1.4	1446	0	1547	3.5	1.4	15	0	744	i	56	-18	-10	-0.4%
COc1ccc(S(=O)(=O)N2CCCC2C(=O)Nc2ccc(C(C)=O)cc2)cc1 (stereo not drawn)	i	2.5	i	3	0.0	1075	1	1904	4.1	2.2	12	-11	560	i	58	6	1	-0.4%
CC(NC(=O)CCC(=O)NC(C)C1COc2ccccc2O1)C1COc2ccccc2O1 (stereo not drawn)	i	1.1	i	9	-2.7	848	0.16	1276	4.6	2.5	6.9	x	x	i	14	14	20	0.1%
